# Artemis inh = Artemis endonuclease inhibitors, primary screen, biochemical, fluorescence intensity, FAM/BHQ-1 hairpin substrate; Protein artemis (Homo sapiens), Q96SD1; recombinant Artemis, quenched FAM hairpin cleavage fluorescence; inhibition, % at 10 µM; actives 0.78% (n = 30,000); AID 686954, 2013;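 active means at 10 µM dose, at least 30% inhibition, measured as corrected fluorescence normalized to stimulator and neutral control wells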
# Target sequence (Q96SD1 whole entry, looked up): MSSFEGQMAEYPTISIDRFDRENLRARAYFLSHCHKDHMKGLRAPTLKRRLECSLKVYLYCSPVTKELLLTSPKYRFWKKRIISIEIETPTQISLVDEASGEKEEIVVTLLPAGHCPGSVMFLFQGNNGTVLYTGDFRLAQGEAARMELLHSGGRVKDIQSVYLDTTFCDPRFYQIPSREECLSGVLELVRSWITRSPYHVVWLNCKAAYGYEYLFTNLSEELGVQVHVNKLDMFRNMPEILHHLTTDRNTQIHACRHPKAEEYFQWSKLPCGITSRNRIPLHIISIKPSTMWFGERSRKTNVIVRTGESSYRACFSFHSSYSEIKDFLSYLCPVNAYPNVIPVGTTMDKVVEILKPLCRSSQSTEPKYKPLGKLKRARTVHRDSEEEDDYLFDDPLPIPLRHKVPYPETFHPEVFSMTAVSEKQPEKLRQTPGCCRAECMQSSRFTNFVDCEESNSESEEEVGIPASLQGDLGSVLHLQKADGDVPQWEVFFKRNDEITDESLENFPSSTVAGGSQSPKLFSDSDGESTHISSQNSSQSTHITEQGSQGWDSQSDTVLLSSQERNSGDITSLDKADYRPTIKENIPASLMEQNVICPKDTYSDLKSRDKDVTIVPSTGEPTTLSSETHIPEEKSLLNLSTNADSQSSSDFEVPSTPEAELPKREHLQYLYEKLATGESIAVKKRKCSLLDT
# Numbers without * were called inactive. Not all compounds are listed; rates above refer to the full screens.
# Start of the listing, in advance:
SMILES,Artemis inh
CC(C)COc1ccc(C(=O)OC2CC(C)(C)OCC2CN(C)C)cc1 (stereo unspecified),7
O=C(NC(CO)c1ccccc1)c1ccco1 (stereo unspecified),-4

# All compounds of this part (from the top)
SMILES,Artemis inh
CC(C)COc1ccc(C(=O)OC2CC(C)(C)OCC2CN(C)C)cc1 (stereo unspecified),7
O=C(NC(CO)c1ccccc1)c1ccco1 (stereo unspecified),-4
CC1(C)Cc2ccccc2C(NNC(=O)c2cccnc2)=N1,-1
Cc1cc(CC(C)C)n(-c2nc3ccccc3c(=O)n2OCC(=O)N(C)C)n1,-5
O=C(NCc1ccco1)c1sc2ccccc2c1Cl,-2
COC(=O)C1=C(C)NC(C)=C(C(=O)OC)C1c1ccc(OC(=O)c2ccco2)cc1,5
CC(=O)c1c(N)c(C#N)c(C)n1-c1ccc(Br)cc1,9
Cc1cccc(OCC(=O)N2CCN(C(=O)Cc3ccccc3)CC2)c1,4
Cc1ccc(CC(=O)NCCS(=O)c2ccc(Cl)cc2)cc1 (stereo unspecified),8
O=C(COc1ccc2ccccc2c1Br)N1CCOCC1,-11
COc1ccc(CCNC(=O)c2ccc(CNc3c(N4CCOCC4)c(=O)c3=O)cc2)cc1OC,4
CCOC(=O)c1nn(-c2ccc(F)cc2)c(-c2ccccc2)c1C(=O)c1ccccc1,1
CCc1nc(N2CCCC2)c(C#N)c2c1CCCC2,-10
Cc1ccccc1NS(=O)(=O)c1ccc(OCC(=O)N2CCCC2)cc1,0
C=CCSc1nnc2c(n1)OC(c1cccnc1)Nc1ccccc1-2 (stereo unspecified),-8
CCCCOCCCn1cnc2c([nH]c3cc(OC)ccc32)c1=O,13
c1ccc2c(c1)CCN2CCN1CCc2ccccc21,8
COc1ccc(N2CC(=O)N(c3ccc(OC)c(OC)c3)CC2=O)cc1OC,0
CCC(=O)Nc1nonc1-c1nc2ccccc2n1Cc1cccc2ccccc12,19
C/C(=N\NC(=O)C1CC1c1ccccc1)c1cccc([N+](=O)[O-])c1 (stereo unspecified),6
O=C(CCNS(=O)(=O)c1cccs1)N1CCCCCC1,-8
COc1ccc(C(=O)Nc2ccc(S(=O)(=O)Nc3onc(C)c3C)cc2)cc1,-7
Cc1cc(C)c(S(=O)(=O)c2ccccc2)c(OC(=O)c2c(Cl)cccc2Cl)n1,6
O=C(CNC(=O)c1ccco1)OCc1ccc(Cl)cc1,0
CCN1C(=O)CC(Sc2ccccc2N)C1=O (stereo unspecified),3
CN1CCN(CC(=O)N2c3ccccc3C(C)(c3ccc(Cl)cc3)CC2(C)C)CC1 (stereo unspecified),0
CC(NC(=O)CC1Nc2ccccc2NC1=O)c1ccccc1 (stereo unspecified),-1
COCCOc1cc(-n2ccnc2SC)c(Cl)cc1Cl,-5
COC(=O)c1c(C(=O)OC)c2cc(C)ccn2c1Cl,-4
CC1CCCCC1NC(=O)CSc1nnc(CN2CCOCC2)n1C (stereo unspecified),4
COc1ccc2cc(S(=O)(=O)N3CCCCC3)ccc2c1S(=O)(=O)N1CCCCC1,4
CCCOc1ccccc1C1CC(=O)Nc2cc3c(cc21)OCCO3 (stereo unspecified),16
COCCOC(=O)C1=C(C)N=C2SCCC(=O)N2C1/C=C/c1ccccc1 (stereo unspecified),11
Cc1oc(C)c2c(=O)ccc3c(c12)OC(N)=C(C#N)C3c1ccccc1Cl (stereo unspecified),3
C=CCn1c2ccccc2c2nnc(SCN3C(=O)c4ccccc4C3=O)nc21,16
O=c1c2c(nc3n1CCCCC3)sc1c(O)cccc12,-8
CCOc1ccc(NC(=O)CCN2CCN(c3ccccc3OC)CC2)cc1,-3
Cc1cccc(NC(=O)C2CC(=O)n3cnnc3S2)c1 (stereo unspecified),2
COc1ccc(CCNC(=O)N2CCOCC2)cc1,-3
CCOC(=O)C1=C(CC)Nc2ccccc2N=C1NC(=O)c1cccc(S(=O)(=O)N2CCCC2)c1,-2
CCCCN(CC)C(=O)Cc1ccccc1OC,-1
CCOCc1nnc(NC(=O)c2cc(Cl)ccc2OC)s1,3
Cn1c(=O)c2c(nc(NC3CCCCC3)n2CC(O)COc2ccccc2)n(C)c1=O (stereo unspecified),5
O=C(CSc1nnc(-c2ccncc2)n1Cc1ccccc1)NCCc1ccccc1,-5
C=CCc1c(C)nc(C)nc1N/N=C/c1ccc(N(C)C)cc1,-10
COc1ccccc1OCCn1cc(C#N)c2ccccc21,-8
CC(=O)N(CCCCN1C(=O)c2ccccc2C1=O)c1ccc(C)cc1,5
CCCCn1c(Cl)nc2c1c(=O)n(C)c(=O)n2C,-4
COc1ccc(OC)c(C2C(C(=O)N(C)C)=C(C)Nc3nc4ccccc4n32)c1 (stereo unspecified),4
O=C(CCCCn1c(=O)c2ccccc2n(Cc2ccc(Cl)cc2)c1=O)NCc1ccco1,-1
# (cont.)
SMILES,Artemis inh
COc1ccc(-c2ccc(-c3noc(-c4ccccc4C)n3)c(OC)n2)cc1,6
COCCOCC(O)CN1CCN(c2ccccc2)CC1 (stereo unspecified),2
COc1ccc(Br)cc1-c1nc(C)c(C(C)=O)n1O,30
Cc1sc(-c2ccncc2)nc1OC(=O)c1ccc(Cl)cc1,4
Nc1nnnn1/N=C/c1cccc(O)c1,-8
CC(=O)c1ccc2c(ccc3ccccc32)c1,3
Cn1c(SCC(=O)NC2CCCC2)nc2cccnc21,-4
Cc1c(C#N)c2ncn(CC#N)c(=O)c2n1-c1ccccc1,-2
CCC(C)c1ccc(O)c(/C=N/O)c1 (stereo unspecified),-3
COc1ccc(OC)c(C2C(C#N)=C(N)Oc3c2c(C)nn3-c2ccc(C)cc2)c1 (stereo unspecified),7
O=C(O)c1ccc(NCc2ccc3c(c2)OCO3)cc1,-9
CCCCC(=O)c1c(O)c2ccccc2oc1=O,-5
O=c1c(-c2ccc3c(c2)OCCO3)coc2c(CN3CCOCC3)c(O)ccc12,3
Cc1ccccc1OCC(=O)NC(=S)Nc1ccc2c3c(cccc13)CC2,5
CC(NC(=O)CSc1nnc(-c2cccc(S(=O)(=O)N3CCCCC3)c2)o1)C12CC3CC(CC(C3)C1)C2 (stereo unspecified),10
CN(c1ccc(OCc2nnc(-c3ccccc3)o2)cc1)S(=O)(=O)c1ccccc1,0
O=C(CSC1CCCCC1)Nc1nccs1,2
CCOC(=O)C1CCN(S(=O)(=O)Cc2ccccc2)C1=O (stereo unspecified),-1
CCO/C(C)=C1\C(=O)Nc2ccccc21,3
COC(=O)C(NC(=O)c1ccccc1)=C(C)C,-9
CCn1c(SCC(=O)Nc2nc(-c3ccc(C)cc3)cs2)nnc1-c1ccccc1O,15
CC(C)CC(=O)Nc1ccc2oc(-c3ccncc3)nc2c1,6
CC(=Nc1ccc(C)c(C)c1)C1=C(O)CCC1=O,4
COc1cccc(OCC(O)CN2CCC(Cc3ccccc3)CC2)c1 (stereo unspecified),-8
COc1ccc2cc(C(=O)NCc3ccco3)c(=O)oc2c1,-4
COc1ccc(-n2nc(C(=O)N3CCCCC3)c3ccccc3c2=O)cc1,10
COc1ccc(-c2noc(CCCOc3ccc(Cl)cc3Cl)n2)cc1,1
Cc1cccc(C)c1OCC(=O)N/N=C/c1ccc2c(c1)OCO2,-5
C=CCn1c(COc2ccccc2)nnc1SCC(=O)Nc1ccc2c(c1)OCCO2,-5
COC(=O)c1cn(CC(=O)NCc2ccco2)c2ccccc12,-2
O=C(Oc1ccc(/C=N/NC(=O)c2ccccc2O)cc1)c1ccccc1,-9
COc1ccc(NC(=O)c2cccs2)cc1,-5
CN(C)c1ccc(/C=N/NC(=O)CN(c2cccc(Cl)c2)S(C)(=O)=O)cc1Br,14
CCOc1ccc(OCCCCN2CCCC2)cc1,-5
COCC(C)n1c(COc2ccccc2F)nnc1SCc1c(C)noc1C (stereo unspecified),12
CC1CC(N(C(=O)c2ccco2)c2ccccc2)c2ccccc2N1 (stereo unspecified),-2
Cc1cc(C)n2cc(CSc3nnnn3-c3ccc(Cl)cc3)nc2n1,-4
Cc1cccc(N(C)S(=O)(=O)c2ccc3[nH]cc(C(=O)N4CCOCC4)c(=O)c3c2)c1,-6
CC1Cc2ccccc2N1C(=O)COc1nc2ccccc2nc1N1CCOCC1 (stereo unspecified),-1
CC1(C)CC(=O)C2=C(C1)N(N1CCOCC1)C(N)=C(C#N)C2c1cccnc1 (stereo unspecified),-9

# Part of the list above, bar-delimited:
canonical_smiles | Artemis inh
CN(c1ccc(OCc2nnc(-c3ccccc3)o2)cc1)S(=O)(=O)c1ccccc1 | 0
O=C(CSC1CCCCC1)Nc1nccs1 | 2
CCOC(=O)C1CCN(S(=O)(=O)Cc2ccccc2)C1=O (stereo unspecified) | -1
CCO/C(C)=C1\C(=O)Nc2ccccc21 | 3
COC(=O)C(NC(=O)c1ccccc1)=C(C)C | -9
CCn1c(SCC(=O)Nc2nc(-c3ccc(C)cc3)cs2)nnc1-c1ccccc1O | 15
CC(C)CC(=O)Nc1ccc2oc(-c3ccncc3)nc2c1 | 6
CC(=Nc1ccc(C)c(C)c1)C1=C(O)CCC1=O | 4
COc1cccc(OCC(O)CN2CCC(Cc3ccccc3)CC2)c1 (stereo unspecified) | -8
COc1ccc2cc(C(=O)NCc3ccco3)c(=O)oc2c1 | -4
COc1ccc(-n2nc(C(=O)N3CCCCC3)c3ccccc3c2=O)cc1 | 10
COc1ccc(-c2noc(CCCOc3ccc(Cl)cc3Cl)n2)cc1 | 1
Cc1cccc(C)c1OCC(=O)N/N=C/c1ccc2c(c1)OCO2 | -5
C=CCn1c(COc2ccccc2)nnc1SCC(=O)Nc1ccc2c(c1)OCCO2 | -5
COC(=O)c1cn(CC(=O)NCc2ccco2)c2ccccc12 | -2
O=C(Oc1ccc(/C=N/NC(=O)c2ccccc2O)cc1)c1ccccc1 | -9
COc1ccc(NC(=O)c2cccs2)cc1 | -5
CN(C)c1ccc(/C=N/NC(=O)CN(c2cccc(Cl)c2)S(C)(=O)=O)cc1Br | 14
CCOc1ccc(OCCCCN2CCCC2)cc1 | -5
COCC(C)n1c(COc2ccccc2F)nnc1SCc1c(C)noc1C (stereo unspecified) | 12
CC1CC(N(C(=O)c2ccco2)c2ccccc2)c2ccccc2N1 (stereo unspecified) | -2
Cc1cc(C)n2cc(CSc3nnnn3-c3ccc(Cl)cc3)nc2n1 | -4

# Going on with the list.
SMILES,Artemis inh
Cc1onc(-c2ccccc2Cl)c1C(=O)Nc1ccc(N2CCOCC2)cc1,8
CCN1CCC(=NNC(=O)CC23CC4CC(CC(C4)C2)C3)CC1,-3
Cc1ccc(CNC(=O)CSCC(=O)O)cc1,1
CC(SCc1ccccc1)C(=O)N/N=C/c1cc2c(cc1Br)OCO2 (stereo unspecified),22
Cc1nc(S(=O)(=O)N(C)Cc2ccccc2)c(C#N)c(C)c1Cl,4
Cc1cc2occ(CC(=O)Nc3nnc(C4CC4)s3)c2cc1C,-5
CSc1cc(C)n(-c2ccc(Cl)cc2)c(=S)c1C(C)=O,4
COCCn1c(=N)c(C(=O)NCCc2ccc(OC)cc2)cc2c(=O)n3cccc(C)c3nc21,13
CN(Cc1ccc(-n2cccn2)cc1)C(=O)c1cnn2c1NC(c1ccco1)CC2C(F)(F)F (stereo unspecified),-1
CCOC(=O)C1CCCN(C(=O)c2cc3ncc(Br)cn3n2)C1 (stereo unspecified),-4
CC1(C)CC(=O)C2=C(C1)Nc1ccccc1NC2c1ccccn1 (stereo unspecified),-4
CCOC(=O)c1cnn(-c2ccccc2)c1-n1cccc1C(=O)C(=O)Nc1ccccc1,3
NC(=O)c1cccc2c3c([nH]c12)CCCC3,12
COC(=O)[C@@H]1[C@@H](C#N)C2(c3ccccc3-c3ccccc32)N(c2ccc(Cl)cc2)N1C#N,40*
O=C(NCCCNC(=O)c1cccs1)c1cccs1,0
CCC(C)OC(=O)C(C)Oc1ccc(-c2ccccc2)cc1 (stereo unspecified),3
Cc1ccc(-c2ccccc2NC(=O)CCl)o1,-9
CC(C)(C)c1ccc(OCC(=O)NCCN2CCCC2)cc1,3
COC(=O)c1[nH]cnc1C(=O)c1ccccc1,-5
O=C(Nc1ccn(C2CC(OC(=O)c3ccccc3)C(CO)O2)c(=O)n1)c1ccccc1 (stereo unspecified),1
C#CCOc1c(Br)cc(/C=N/O)cc1OCC,-12
COc1ccc(C2CC(c3ccccc3)n3nc(NC(=O)c4cccs4)nc3N2)cc1 (stereo unspecified),59*
Cc1ccnc(SCCn2c(N3CCOCC3)nc3c2c(=O)[nH]c(=O)n3C)n1,-4
CCCS(=O)(=O)N1CCC(C(=O)NCCc2ccccc2)CC1,-1
CCOC(=O)c1c(C)[nH]c(C(=O)COC(=O)C2CC2C)c1C (stereo unspecified),6
O=C(NCCN1CCN(c2ccccc2)CC1)C1CCN(S(=O)(=O)c2cccs2)CC1,-2
COc1ccccc1C(=O)OCC(=O)Nc1ccc(OC(F)F)cc1,5
COCc1cc(C)c(C#N)c(=S)[nH]1,-2
N#Cc1ccc(-c2cccnc2)nc1SCc1ccc(Cl)cc1Cl,13
CCOC(=O)C(NC(C)=O)(Nc1cccc(F)c1)C(F)(F)F (stereo unspecified),0
CCOC(=O)CCCCNCc1ccccc1,-6
CCCc1nc2ccc(NC(=O)NCCC(=O)OCC)cc2c(=O)n1Cc1ccc(Cl)cc1,-3
S=C(Nc1ccc(Cl)cc1)N1CCOCC1,-2
CCOC(=O)C1CCN(c2nc3ccccc3nc2C(C#N)C(=O)OCCOC)CC1 (stereo unspecified),4
O=C(CNS(=O)(=O)c1ccc(Br)cc1)N1CCN(c2ccc(F)cc2)CC1,-11
Cc1ccc(C(=O)N2CCN(S(C)(=O)=O)C2)cc1,-2
O=C(O)CCN(CCC(=O)O)c1ccccc1,5
O=c1oc2ccc3ccccc3c2cc1-c1nnc(-c2ccccc2)o1,17
CC(=O)NCCN=C(C)c1sc2ccccc2c1O,7
CCCC(O)(CCC)C(=O)NNc1ccccc1,-1
CCc1ccccc1-n1cnc2cc(C(=O)O)ccc21,-5
COC(=O)C1=C(C(=O)c2ccc(C)cc2)C(c2ccccc2)n2nnnc2N1 (stereo unspecified),-2
COc1ccc2cnn(-c3ccccc3)c(=O)c2c1OC,-2
Cc1cc(N=CC2=C(O)CCCC2=O)no1,-4
COc1ccc([N+](=O)[O-])cc1COc1ccc2c(-c3ccccc3)cc(=O)oc2c1,6
COc1ccccc1-c1noc(-c2ccncc2)n1,-1
Cc1ccc(Sc2ncccc2COC(=O)Nc2ccccc2)cc1,-4
CC1(C)Cc2cccc(OCC(N)=O)c2O1,-1
Cc1ccc(S(=O)(=O)NCC(=O)OCC(=O)Nc2ncc(Cl)cc2Cl)cc1,7
CCn1nnc(NC(=O)c2cccnc2Cl)n1,-5
